Screens: PubChem, several laboratories
MEKK2 mut-MEK5: signal of MEK5 binding to mutant human MEKK2 PB1 domain. bead flow cytometry, Alexa488-MEK5 binding to MEKK2 mutant. percent response, % at 10 µM. hit rate 0.35% among 290,000. AID 1530; in the data active = percent response above about 24%, passing the limit was not always enough; note: inactives centre near 1; some results filed as inactive read as strong as hits; reference of the scale not given here
M18AAP inhibitor: PfM18AAP enzyme inhibition; recombinant PfM18AAP, H-Glu-NHMec fluorogenic cleavage; inhibition, % at 7.35 µM; hit rate 1.2% among 290,000;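 active = inhibition above the campaign mean inhibition over all tested compounds plus 3 SD, cut at about 28% in these data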;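 note: 0% = plate median of test compound wells and 100% = 2 mM ZnCl2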
pCIP destab: lowers stability of the mouse p/CIP coactivator protein. hit rate 0.01% among 290,000. F442A p/CIP-EGFP cells, EGFP fluorescence, 16 h. decrease of EGFP signal, % at 10 µM. AID 1984. Q05BA5;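 active = EGFP signal decrease of at least 30% at 10 µM or well 3 SD below plate mean, unless failing retest; inactive = the rest, including hits failing retest or dose response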; note: some compounds called inactive have numbers as strong as hits; many of its hits are not listed in these tables
Target sequence (Q05BA5 1-1403): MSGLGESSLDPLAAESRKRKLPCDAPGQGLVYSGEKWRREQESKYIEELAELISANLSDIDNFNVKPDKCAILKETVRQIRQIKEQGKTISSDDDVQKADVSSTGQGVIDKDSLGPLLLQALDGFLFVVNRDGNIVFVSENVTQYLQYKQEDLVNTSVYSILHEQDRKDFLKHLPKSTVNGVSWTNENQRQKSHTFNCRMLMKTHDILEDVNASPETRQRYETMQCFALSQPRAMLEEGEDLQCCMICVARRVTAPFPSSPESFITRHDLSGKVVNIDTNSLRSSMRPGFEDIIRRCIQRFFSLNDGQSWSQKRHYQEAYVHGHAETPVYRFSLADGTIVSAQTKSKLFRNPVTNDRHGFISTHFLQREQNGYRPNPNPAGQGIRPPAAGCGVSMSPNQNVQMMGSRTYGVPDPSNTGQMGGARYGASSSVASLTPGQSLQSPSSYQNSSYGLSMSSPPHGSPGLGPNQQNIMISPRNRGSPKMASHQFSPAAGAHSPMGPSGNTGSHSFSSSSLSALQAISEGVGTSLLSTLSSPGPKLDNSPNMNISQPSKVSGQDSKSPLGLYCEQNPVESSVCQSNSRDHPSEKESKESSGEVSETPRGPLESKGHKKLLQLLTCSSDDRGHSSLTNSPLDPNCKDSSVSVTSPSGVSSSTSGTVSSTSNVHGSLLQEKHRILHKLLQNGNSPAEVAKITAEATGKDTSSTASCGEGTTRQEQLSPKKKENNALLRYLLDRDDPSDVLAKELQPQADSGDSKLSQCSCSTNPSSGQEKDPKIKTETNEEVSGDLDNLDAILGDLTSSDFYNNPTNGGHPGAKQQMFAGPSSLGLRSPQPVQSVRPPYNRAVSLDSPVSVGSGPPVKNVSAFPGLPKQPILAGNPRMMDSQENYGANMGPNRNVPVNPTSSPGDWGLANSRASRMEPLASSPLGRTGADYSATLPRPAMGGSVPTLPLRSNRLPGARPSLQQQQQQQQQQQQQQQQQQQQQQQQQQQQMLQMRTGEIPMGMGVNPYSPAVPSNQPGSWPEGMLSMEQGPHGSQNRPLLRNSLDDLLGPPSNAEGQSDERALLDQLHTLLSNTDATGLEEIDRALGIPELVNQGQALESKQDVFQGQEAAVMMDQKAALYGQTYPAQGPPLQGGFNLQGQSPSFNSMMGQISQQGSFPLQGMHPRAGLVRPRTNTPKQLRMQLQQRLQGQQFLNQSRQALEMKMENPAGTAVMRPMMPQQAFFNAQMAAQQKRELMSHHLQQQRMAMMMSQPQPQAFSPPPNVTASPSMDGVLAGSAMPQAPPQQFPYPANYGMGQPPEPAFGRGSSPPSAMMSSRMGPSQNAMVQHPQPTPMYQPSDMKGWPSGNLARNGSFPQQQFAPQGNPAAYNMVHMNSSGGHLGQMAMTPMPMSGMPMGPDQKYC
IDE inh: inhibits human insulin-degrading enzyme in HEK cells | P14735 | FAbetaB cleavage, fluorescence polarization | inhibition, % at 5.59 µM | hit rate 0.41% among 320,000;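 active = percent inhibition above the average of all tested compounds plus 3 SD, set per screening campaign, cut at about 16% in these data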;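 note: IDE supplied by intact live HEK cells; FP after avidin binding of uncleaved biotin substrate so inhibition keeps polarization high; 0% = DMSO wells and 100% = 60 µM reference IDE inhibitor Ii1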
MEKK3 PB1 HTS: modulators (inhibitors or enhancers) of MEK5 binding to human MEKK3 PB1 domain | binding response (% of control), % at 10 µM | hit rate 1.4% among 290,000 | Q99759 | bead-based flow cytometry, Alexa488-MEK5 binding to MEKK3; actives lie on both sides; 0 = blocked by unlabeled MEK5, 100 = vehicle;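 active = binding response more than 3 SD above or below the average of its plate-row segment, actives on both sides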;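 note: Alexa488 bead fluorescence after subtracting the streptavidin-only scavenger bead signal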
IDE cell activ: activators of human insulin-degrading enzyme in cells; activation, % at 5.96 µM; hit rate 0.073% among 340,000; P14735; HEK cells, FAbeta-B cleavage, fluorescence polarization; 0% vehicle, 100% cell-free pure enzyme wells;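 active = activation above the mean of all tested compounds plus 3 SD, set per screening campaign, cut at about 17% in these data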
UBC9 SUMO inh: SUMOylation inhibition; HTRF SUMOylation assay, SAE1/SAE2 + UBC9, in vitro; inhibition, % at 35 µM; hit rate 0.36% among 290,000; AID 2006; in the data active = inhibition above about 50%, passing the limit was not always enough; note: strong numbers were not always called active
NALP1 inh: NALP1 inhibition; S. cerevisiae NALP1/ASC/caspase-1 growth, X-gal OD620, 72 h; inhibition, % at 10 µM; hit rate 0.61% among 280,000; AID 2071; in the data active = inhibition mostly above about 24%, no sharp cut-off; inactive = mostly below about 32%; note: some compounds called inactive have numbers as strong as hits
MEKK2wt PB1 HTS: raises or lowers MEK5 binding to wildtype human MEKK2 PB1 domain; Q9Y2U5; bead flow cytometry, Alexa488-MEK5 binding to MEKK2 WT; actives lie on both sides; binding response (% of control), % at 10 µM; hit rate 1.1% among 290,000; AID 1531; in the data active = binding response below about 67% or above about 130%
An asterisk follows results filed as active; x = not tested or not shown. These rows are one share of the data; the hit share may differ from the screen's.

Fields: MEKK2 mut-MEK5, M18AAP inhibitor, pCIP destab, IDE inh, MEKK3 PB1 HTS, IDE cell activ, UBC9 SUMO inh, NALP1 inh, MEKK2wt PB1 HTS
Cc1cc(NC(=O)CS(=O)(=O)Cc2ccccc2)no1
  -2, -4, 2, 4, 100, -2, 13, 10, 97
Cc1cc(OCC(=O)NC(C)C)cc(C)c1Cl
  4, -2, -5, 4, 81, -3, 4, 8, 105
Cc1nc2sc(C#N)c(N)c2c2c1CCCC2
  1, -3, 8, 2, 94, 3, 25, 8, 100
COC(=O)c1cc(Cl)c(NC(=O)c2ccc(C(C)(C)C)cc2)cc1OC
  2, 4, -11, 4, 103, 4, 6, 28, 103
COCc1cc(=O)[nH]c(=S)[nH]1
  -1, 20, -16, 2, 97, 4, 0, 18, 102
Cc1ccc(N(CC(=O)NCC2CCCO2)C(=O)CCC(=O)Nc2ccccn2)cc1C (stereo not given)
  2, -3, -24, -6, 96, -3, -12, -41, 96
Cc1cc(C)cc(C(=O)NC(CC(N)=O)c2ccc(N3CCC(Br)CC3)c([N+](=O)[O-])c2)c1 (stereo not given)
  -2, 7, -15, 2, 100, 0, 2, 9, 102
O=C(Cn1cncn1)N/N=C/c1cccc2ccccc12
  -1, -7, 0, -5, 102, 2, -1, 40, 100
Cc1cccc(Cl)c1NC(=O)N1CCCN(c2nc3ccc(Cl)cc3s2)CC1
  2, -1, 9, 4, 104, 2, -5, 1, 101
Cc1cc(NS(=O)(=O)c2ccc(NC(=O)/C=C/c3ccccc3)cc2)no1
  6, -3, -6, -3, 106, 5, 22, 10, 104
COc1cccc(C(=O)NC(C)c2ccc(-c3ccccc3)cc2)c1OC (stereo not given)
  7, -3, -26, 5, 100, -3, -12, 16, 96
O=C1c2cccnc2C(=O)N1Cc1ccc(S(=O)(=O)N2CCN(c3ccc(Cl)cc3)CC2)cc1
  -2, -11, -4, 1, 102, 3, 14, 21, 100
O=S(=O)(c1ccccc1F)N1CCC(Oc2ccc(-n3cnnn3)cc2)CC1
  0, 10, -14, 6, 99, 3, 3, 8, 96
Cc1cc(=O)oc2cc(OCC(=O)NC3CC(C)(C)NC(C)(C)C3)c(Cl)cc12
  1, 5, -1, 0, 101, 8, 6, 15, 99
CCS(=O)(=O)c1ccc(O)c(NC(=O)COc2ccc(C)cc2)c1
  0, -15, 3, 1, 154*, 1, 12, 31, 106
CCCCNC(=O)c1onc(CSc2ccc(Cl)cc2)c1C(=O)NCCCC
  0, x, x, 3, 97, -12, x, x, 98
Cc1cccc([C@@H]2C[C@H]3CN(Cc4cccc(Cl)c4)C(=O)[C@]34CCCN24)n1
  3, 4, 0, 5, 97, -1, -10, 3, 81
CNC(=S)Nc1cccc(-c2cnc3ccccc3n2)c1
  7, -9, 10, 10, 103, 0, 4, -4, 102
CN(C)c1ccc(NC(=O)Nc2ccc3snnc3c2)cc1
  -1, -26, -6, 4, 91, -2, -6, -20, 98
Cc1cc(N2CCCC2=O)ccc1S(=O)(=O)Nc1c(C)nn(C)c1C
  2, 2, -21, 0, 100, -1, 14, 6, 103
COC(=O)COn1c(-n2nc(C)cc2C)nc2ccccc2c1=O
  -6, 3, 4, -1, 99, -1, 1, 2, 95
CCOC(=O)C1CCN(C(=O)Cn2cccc2C(=O)c2ccccc2)CC1
  -4, 0, 3, -2, 95, 1, 7, -2, 94
O=C(c1ccc2ncsc2c1)N1CCN(c2ccccc2Cl)CC1
  3, 0, 1, 5, 103, 7, 9, 3, 106
CCOC(=O)c1c(NC(=O)C(=O)N/N=C(\C)c2ccc(OC)cc2)sc2c1CCCCC2
  2, -2, -9, 1, 108, -5, 3, 11, 100
O=C(CCSc1ccccc1)NC1CCCC1
  2, -5, -8, 4, 106, 0, 8, 19, 103
COC(=O)Cc1c(C)nc2nc(-c3ccc(OC)cc3)[nH]n2c1=O
  -2, -5, -14, -2, 100, 0, 0, -5, 101
CC1CCc2nn(CC(=O)NC3CCCC3)cc2C1 (stereo not given)
  3, -10, -17, 0, 102, 0, 8, -10, 103
CC(=O)c1ccc(NC(=S)NC(=O)/C=C/c2ccccc2)cc1
  1, -3, -15, 1, 99, 9, 9, 20, 104
Cc1ccc(C(=O)N2CCN(C(=O)N3CCOCC3)CC2)cc1
  3, -13, 4, 0, 107, 3, -19, 8, 108
COCc1ccc(C(=O)NC2CC(C)(C)Cc3c2cnn3-c2ccc(C)cc2)o1 (stereo not given)
  0, 5, -1, 0, 97, 5, -2, 14, 101

Next section:
Fields: MEKK2 mut-MEK5, M18AAP inhibitor, pCIP destab, IDE inh, MEKK3 PB1 HTS, IDE cell activ, UBC9 SUMO inh, NALP1 inh, MEKK2wt PB1 HTS
CCc1nnc(SCC(=O)Nc2nc(C)c(C(=O)N(C)C)s2)n1CC
  4, 1, -5, 8, 102, -2, 4, 10, 107
Fc1ccc(C2CCCCN2Cc2nc(CC3CC3)no2)cc1 (stereo not given)
  -12, 4, 2, -1, 85, 5, 3, -9, 85
CC#CC(=O)NC1CCCN(C2Cc3ccccc3C2)C1 (stereo not given)
  0, 3, -12, -2, 96, 2, 9, -6, 96
Cc1nc(-c2ccccc2)sc1C(=O)/C=C/c1ccccc1
  x, -3, -8, 0, x, -1, 20, 15, x
CN(CCc1cnn(C)c1)Cc1cn(C)nc1-c1ccccc1F
  -5, -5, 3, 0, 95, 4, 11, 26, 96
Cc1ccc(-n2nc(C)c(/C=N/NC(=O)c3cccs3)c2Cl)cc1
  2, 3, -2, 7, 106, -3, 4, 36, 102
COc1ccc2[nH]cc(C(=O)CN3CCN(C/C=C/c4ccccc4)CC3)c2c1
  x, 2, -10, x, x, x, -5, -9, x
Cc1cccc(C(C)(C)C)c1OCCCCN1CCCC1
  8, 3, -8, 3, 105, 5, 2, 7, 114
CC(=O)c1ccc(OCC(C)Oc2ccc(C#N)cc2)cc1 (stereo not given)
  -1, 6, -15, 0, 103, 13, 10, 13, 101
CC(=O)c1ccc(N2CCN(c3ccc(S(=O)(=O)N4CCN(C)CC4)cn3)CC2)cc1
  2, 1, -11, 2, 100, 5, 25, 13, 108
CCOC(=O)C1(Cc2cccc(OC)c2)CCCN(S(=O)(=O)N(C)C)C1 (stereo not given)
  8, -1, -10, 3, 109, -1, 7, -3, 112
S=C(NCc1cccnc1)c1ccccc1
  13, 0, -66, 3, 110, 0, 6, 6, 104
CN(C)c1ccc(-c2ccccc2)nn1
  0, -5, 0, 3, 103, 3, 8, -8, 103
CCOC(=O)CNc1c(-c2ccc(O)cc2)nc2ccc(Cl)cn12
  -5, 6, -23, -2, 93, 5, 25, 18, 95
COc1ccc2cc(C(=O)N(C)Cc3ccccc3)[nH]c2c1
  4, -8, -2, -3, 110, -1, 11, -14, 105
O=C(NC(=S)NCCCN1CCOCC1)c1ccc(Br)cc1
  0, 0, -2, -3, 97, 4, -1, -12, 95
CCC(=O)NC(=S)Nc1ccc(NC(=O)COc2ccc(Cl)c(C)c2)cc1
  -2, -15, -7, 0, 106, -5, -3, 25, 106
CC1CCN(S(=O)(=O)c2ccc(C(C)C)cc2)CC1
  -4, -13, -3, 2, 102, 4, -13, -64, 99
C/C(=N\NC(=O)c1ccco1)c1ccc(NC(=O)C(F)(F)F)cc1
  5, -2, 1, x, 105, -2, 4, -17, 102
COc1ccc(-n2cnc3cc(NS(=O)(=O)c4ccc(C)cc4)ccc32)cc1
  -1, -1, -6, 0, 100, 1, -5, 2, 97
COc1ccccc1NC(=O)Nc1ccncc1
  4, 0, 4, -2, 103, -2, 10, -6, 106
O=C(/C=C/c1ccc([N+](=O)[O-])cc1)Oc1ccc(/C=N/NC(=O)c2ccncc2)cc1
  7, 14, -1, 4, 105, 4, 12, -27, 116
CCOC(=O)CNC(=O)CSc1nnc(SCC(=O)NCC(=O)OCC)s1
  0, -11, 3, -1, 102, 2, 16, 4, 102
COc1ccc(NC(=O)n2ncc3c(C)cccc32)cc1
  -10, 1, -19, -3, 101, 2, 25, 14, 98
O=C(CSc1nnc(-c2c[nH]c3ccccc23)o1)N1c2ccccc2CCc2ccccc21
  2, 2, -12, -3, 109, 2, 5, 5, 95
Cc1onc(-c2c(F)cccc2Cl)c1C(=O)Nc1nc2c(s1)CCCC2
  -2, 5, -14, 1, 99, 4, -7, 12, 98
CS(=O)(=O)N1CCc2cc(C(=O)Nc3ccccc3Cl)ccc21
  1, -2, -29, -1, 100, 9, 4, 18, 102
C[C@H]1CN=C(Nc2ccccc2)N1CC1CCCCC1
  -4, -2, -7, 3, 99, 5, 3, 14, 105
COc1ccccc1NS(=O)(=O)c1cccc(C(=O)N/N=C/c2ccc(C)o2)c1
  4, -1, 8, 6, 101, 9, 0, 1, 106
CCN(CC)S(=O)(=O)c1ccc(-c2nnc(SCC(=O)N3c4ccccc4CC3C)o2)cc1 (stereo not given)
  1, -4, 3, 2, 96, -5, 12, 29, 95

Random excerpt: 2 entries already listed, in no set order.
Fields: MEKK2 mut-MEK5, M18AAP inhibitor, pCIP destab, IDE inh, MEKK3 PB1 HTS, IDE cell activ, UBC9 SUMO inh, NALP1 inh, MEKK2wt PB1 HTS
CS(=O)(=O)N1CCc2cc(C(=O)Nc3ccccc3Cl)ccc21
  1, -2, -29, -1, 100, 9, 4, 18, 102
Fc1ccc(C2CCCCN2Cc2nc(CC3CC3)no2)cc1 (stereo not given)
  -12, 4, 2, -1, 85, 5, 3, -9, 85

Later entries.
Fields: MEKK2 mut-MEK5, M18AAP inhibitor, pCIP destab, IDE inh, MEKK3 PB1 HTS, IDE cell activ, UBC9 SUMO inh, NALP1 inh, MEKK2wt PB1 HTS
O=C(CCc1nnc(-c2ccc3c(c2)OCO3)o1)N1CCC(c2ccc(F)cc2)C1 (stereo not given)
  -6, -1, -14, 3, 104, 0, 4, 5, 95
CCn1c(NCCO)nc2c(c1=O)C(C)(CC)Cc1ccccc1-2 (stereo not given)
  4, -8, -13, 5, 100, 3, 29, 34, 100
CC(=O)N(c1cccc(C)c1)C1SC(=O)N(c2ccccc2)C1=O (stereo not given)
  0, -11, -2, 4, 96, -1, 6, 3, 97
COc1cc(NC(=O)c2cc([N+](=O)[O-])ccc2NC(=O)CNC2CCCCC2)cc(OC)c1
  1, 6, -14, -2, 106, -2, -13, 10, 116
CCOc1ccc(C(C(=O)NCC2CCCO2)N(C(=O)c2snc(C(N)=O)c2N)c2ccc3c(c2)OCCO3)cc1 (stereo not given)
  -2, 4, -4, 2, 99, 2, -9, 5, 97
CC(C)C(c1nnnn1C1CCCC1)N1CCCCC1 (stereo not given)
  0, -2, 0, -1, 97, 0, -2, 19, 100
N#Cc1c2n(c3c(-c4ccccc4)ncnc13)CCC2
  10, -7, 12, 2, 103, 2, 21, 1, 103
